PGC1a acetyl inh = modulators of PGC1a acetylation; U2OS PGC1a acetylation, AlphaScreen anti-acetyl-lysine; with virally co-expressed GCN5 acetyltransferase; inhibition, % at 15.6 µM; actives 0.17% (n = 350,000); AID 651687;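 active = every replicate shows inhibition of at least 40%; inconclusive = mean inhibition at least 40% but some replicate below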;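 note: 0% = neutral control wells and 100% = positive control wells; some results beyond the cut were filed as inactive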
PAX8 inh HTS = inhibitors of PAX8 transcriptional activity in RMG-I cells; RMG-I TPO-luciferase reporter, SteadyGlo, 24 h; inhibition, % at 12.6 µM; actives 1.2% (n = 360,000);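 active = mean replicate inhibition at least 60% with every replicate also reaching 60%; inconclusive = only one of the two criteria is met; inactive = mean below 60% and not all replicates reaching 60%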;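 note: luciferase light reporting Pax8 driven TPO promoter activity; plate controls were median of neutral control wells for no effect and mitoxantrone controls for full effect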
LGR2 antag = Drosophila LGR2 receptor signaling inhibition; HEK293 LGR2, CRE-luciferase, bursicon-stimulated, 4 h; inhibition, % at 9.99 µM; actives 0.35% (n = 380,000); AID 720647;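 active = drop in luminescence signal, shown as inhibition above about 50% in the replicate tests, limit read from the data, passing the limit was not always enough; inconclusive = probably only some replicates passing the limit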;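 note: agonist challenge used bursicon conditioned medium at about half maximal strength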
EWS-Fli block = blocks EWS/Fli oncoprotein-driven transcription | inhibition, % at 12.6 µM | actives 0.67% (n = 350,000) | A673 NR0B1-luciferase reporter, viability-normalised;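 active = mean inhibition of at least 50% after viability correction, with every replicate also passing that limit; inconclusive = mean reaches 50% but only one of two replicates passes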;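 note: firefly luciferase signal divided by Alamar Blue viability fluorescence both relative to DMSO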
ERAP1 HTS inh = ERAP1 (human) enzyme inhibition | Q9NZ08 | recombinant ERAP1, Leu-AMC fluorescence, 60 min | inhibition, % at 10.7 µM | actives 0.15% (n = 340,000) | AID 652197;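 active = mean replicate inhibition of at least 30%, or all replicates individually reaching that 30% level; inactive = mean below 30% and not every replicate reaching it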;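 note: 0% = neutral control wells and 100% = L-leucinethiol positive control wells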
Target sequence (Q9NZ08 whole entry, looked up): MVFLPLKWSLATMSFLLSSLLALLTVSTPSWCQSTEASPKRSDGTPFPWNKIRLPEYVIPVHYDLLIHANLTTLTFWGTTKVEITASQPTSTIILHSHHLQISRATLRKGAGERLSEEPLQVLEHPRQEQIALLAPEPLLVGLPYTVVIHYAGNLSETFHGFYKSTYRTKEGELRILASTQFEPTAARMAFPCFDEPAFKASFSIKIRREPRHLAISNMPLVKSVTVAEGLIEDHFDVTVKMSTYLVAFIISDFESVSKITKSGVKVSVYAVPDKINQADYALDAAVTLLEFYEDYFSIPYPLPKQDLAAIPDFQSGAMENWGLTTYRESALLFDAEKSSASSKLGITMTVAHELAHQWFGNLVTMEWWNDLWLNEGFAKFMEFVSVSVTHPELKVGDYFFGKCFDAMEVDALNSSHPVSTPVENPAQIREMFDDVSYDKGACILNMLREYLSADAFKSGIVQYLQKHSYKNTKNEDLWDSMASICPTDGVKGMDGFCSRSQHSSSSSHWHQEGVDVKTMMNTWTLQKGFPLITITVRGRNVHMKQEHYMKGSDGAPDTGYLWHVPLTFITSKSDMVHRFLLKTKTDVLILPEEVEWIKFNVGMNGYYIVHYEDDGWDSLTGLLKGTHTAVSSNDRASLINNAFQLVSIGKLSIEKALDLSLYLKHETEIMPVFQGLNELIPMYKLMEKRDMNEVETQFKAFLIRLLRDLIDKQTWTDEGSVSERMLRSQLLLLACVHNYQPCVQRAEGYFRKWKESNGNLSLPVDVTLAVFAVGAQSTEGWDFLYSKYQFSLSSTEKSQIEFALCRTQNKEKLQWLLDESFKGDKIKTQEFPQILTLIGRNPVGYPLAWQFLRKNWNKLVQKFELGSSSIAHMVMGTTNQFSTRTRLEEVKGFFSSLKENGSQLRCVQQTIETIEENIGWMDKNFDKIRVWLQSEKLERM
FN deposition inh = fibronectin deposition inhibition | AH1F fibroblasts, Alexa488-fibronectin deposition fluorescence, overnight | inhibition, % at 12.6 µM | actives 0.086% (n = 350,000) | AID 743247;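 active = mean inhibition across replicates of 30% or more, regardless of how many single replicates reach that level; inconclusive = mean under 30% yet at least half of replicates reach 30%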;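 note: positive control wells lacked labelled fibronectin entirely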
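Assay system: AH1F fibroblast monolayer, labelled fibronectin deposition. Amount: 10000 cells per well. Also added: labelled fibronectin 24 nM. Compound: single-point pinned compound. Incubation: cell attachment 1 h, compound and FN exposure overnight. Detection: fluorescence after three HBSS washes, excitation 485 nm, emission 525 nm. Read-out: inhibition of fibronectin deposition signal.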
PglD inh = PglD (C. jejuni) enzyme inhibition; purified PglD enzyme, DTNB colorimetric CoA detection; inhibition, % at 12.5 µM; actives 0.098% (n = 360,000); AID 602405; in the data active = inhibition above about 16%, passing the limit was not always enough; inconclusive = no clear call, values can overlap the other calls; note: strong numbers were not always called active
S100A4 inh HTS = S100A4-myosin IIA interaction inhibition; inhibition, % at 10.7 µM; P26447; S100A4/TAMRA-MyoIIA peptide fluorescence polarization; actives 0.14% (n = 360,000);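 active = mean inhibition of at least 70% across replicates, with every replicate also reaching that level; inconclusive = mean inhibition reaches 70% but some replicates fall short; inactive = mean inhibition below 70%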
Target sequence (P26447 whole entry, looked up): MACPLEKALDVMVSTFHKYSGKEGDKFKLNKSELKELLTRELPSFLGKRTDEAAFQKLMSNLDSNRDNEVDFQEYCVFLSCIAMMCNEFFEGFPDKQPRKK
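Material: S100A4 monomer protein | Medium: HEPES pH 7.2 with CaCl2, KCl, NaCl, DTT, Triton | Reagent: Labelled myosin peptide probe, 5 nM | Doses: One dose per compound | Times: 5 min incubation before reading | Benchmarks: Neutral control DMSO, positive control TFP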
Active calls of the source: *; ? = inconclusive; . = not tested or not shown; & = joins results of further samples.

SMILES	PGC1a acetyl inh	PAX8 inh HTS	LGR2 antag	EWS-Fli block	ERAP1 HTS inh	FN deposition inh	PglD inh	S100A4 inh HTS
CC(OC(=O)c1cc(-c2cccnc2)nc2ccccc12)C(=O)Nc1ccc2ccccc2c1 (centres undefined)	.	-2	3	2	-2	20	.	-40
CN1CCN(NC(=O)c2ccc(COc3ccccc3Br)o2)CC1	.	7	11	-1	8	28	.	-9
CCCC(N)CCCCCC(=O)O (centres undefined)	6	-25	.	.	.	-6	-4	.
CCn1c(=O)n(CC)c2cc(N3CCCC3)c(NC(=O)c3ccc(OC)c(Br)c3)cc21	-4	5	-6	16	0	-16	0	-7
COc1cccc(C(=O)N2CCN(Cc3nc(CC4CC4)no3)CC2)c1	1	-92	-9	-5	3	7	-1	5
O=C(Nc1ccc(S(=O)(=O)Nc2ncccn2)cc1)c1cccc([N+](=O)[O-])c1	14	-13	-1	3	10	-12	-6	-12
COc1ccc(CN(C)C[C@@H]2OCCCC[C@H](C)Oc3ccc(NC(=O)Nc4ccccc4)cc3C(=O)N([C@@H](C)CO)C[C@@H]2C)cc1	-13	9	5	9	.	4	-2	.
CO[C@H]1CN(C)C(=O)c2ccc(NC(C)=O)cc2OC[C@H](C)N(C(=O)c2ccncc2)C[C@H]1C	4	.	9	2	-2	6	1	-3
O=C(CSc1ccsc1[N+](=O)[O-])N1CCN(c2ccccn2)CC1	-6	7	4	5	-3	-7	-4	-1
Cc1ncn(C23CC4CC(CC(O)(C4)C2)C3)n1	-3	12	.	.	.	8	-1	.
CC(C)c1nnc(SCC(=O)NC2CCCC2)n1C	7	1	19	3	0	5	-1	3
COC(=O)[C@]1(C)N[C@H](CN(C)C(=O)c2ccccc2)[C@@H]2C(=O)N(C)C(=O)[C@@H]21	4	-16	-5	3	-4	3	4	1
CSCCC(NC(=O)c1ccco1)C(=O)Nc1ccc(C)c(S(=O)(=O)N2CCOCC2)c1 (centres undefined)	.	-6	12	-2	-1	4	.	-6
O=C(CSc1nnc(CNC(=O)C23CC4CC(CC(C4)C2)C3)n1-c1ccc(F)cc1)Nc1ccc(F)cc1	-2	-7	6	-3	-1	-4	-9	-6
COCC(=O)N1[C@H](CO)[C@H](c2ccc(-c3ccccc3OC)cc2)C12CN(C(C)=O)C2	-4	-8	2	9	0	-5	.	-8
COc1ccc(N2CCN(S(=O)(=O)c3ccc(Br)s3)CC2)cc1	8	4	.	.	.	3	-4	.
Nc1c(Cl)ncnc1N1CCN(c2ncnc(Cl)c2N)CC1	.	-6	0	4	1	-1	.	-3
C[C@@H]1CN([C@@H](C)CO)C(=O)c2cc(NC(=O)Nc3ccc(C(F)(F)F)cc3)ccc2O[C@@H](C)CCCCO[C@H]1CN(C)Cc1ccc(C(F)(F)F)cc1	9	?	9	-3	.	2	2	.
CCc1cc(C(=O)c2ccc(Br)cc2)c(NC(=O)CN(CC)CC)s1	-5	2	11	8	16	6	3	-1
Cc1c(Cl)cccc1S(=O)(=O)N1CCC(C(=O)NNC(=O)C2CC2)CC1	.	2	-3	-1	0	7	.	5
N#CC1=C(N)OC2=C(CC/C2=C\c2ccccc2Cl)C1c1ccccc1Cl (centres undefined)	.	-14	-10	-3	-4	.	.	-2
Cc1cc(Cl)ccc1OCC(=O)N(Cc1ccco1)C1CCS(=O)(=O)C1 (centres undefined)	-3	0	4	4	1	19	2	10
Cc1cccc(S(=O)(=O)N2C[C@@H](O)COC[C@@H]3O[C@@H](CC(=O)Nc4ccc(-c5ccccc5)cc4)CC[C@H]32)c1	4	84*	24	4	1	-9	-3	2
CCN(CC(=O)Nc1c(F)cccc1F)C(=O)CSc1nnc(-c2ccco2)n1CC	.	9	-2	8	2	0	-1	23
O=C(NCc1cccnc1)OC1CC2CC1[C@H]1CCCCN1C2=O (some centres undefined)	.	3	10	-6	3	-4	.	-2
Carrying on:
SMILES	PGC1a acetyl inh	PAX8 inh HTS	LGR2 antag	EWS-Fli block	ERAP1 HTS inh	FN deposition inh	PglD inh	S100A4 inh HTS
COc1ccc(NS(=O)(=O)c2ccc(-c3coc(C)n3)cc2)c(OC)c1	5	38	1	-8	1	4	2	0
Cc1noc(C)c1NC(=O)Nc1ccc2c(c1)CC(=O)N([C@@H](C)CO)C[C@H](C)[C@@H](CN(C)C(=O)Nc1cccc3ccccc13)O2	-3	20	10	-26	1	.	-2	9
CCCOc1ccc(CNC(=O)C2CCN(c3nn4c(=O)cc(C)nc4s3)CC2)cc1	-5	12	0	4	-4	-22	3	-8
O=C(CN1CCN(C(=O)c2ccc(OCc3cn4ccccc4n3)cc2)CC1)Nc1cccc(F)c1	-6	-17	-23	-4	3	-2	2	-2
COc1cccc(-c2ccc(=O)n(CC(=O)Nc3cc4c(cc3NC(C)=O)OCCO4)n2)c1	6	.	.	8	3	.	.	-1
COC(=O)Cc1csc(Nc2ccccc2)n1	.	-60	-12	-2	3	-3	.	-1
COc1ccc(N(Cc2nnc3n2CCCCC3)C(=O)Nc2ccccc2)cc1	-13	10	-1	3	5	6	1	-2
C[C@@H]1CN([C@@H](C)CO)C(=O)c2cc(NC(=O)c3ccncc3)ccc2O[C@@H]1CN(C)C(=O)NC1CCCCC1	1	-20	12	-5	-2	.	-3	-8
C/C=C/c1cnc2c(c1)C(=O)N([C@H](C)CO)C[C@H](C)[C@H](CN(C)C(=O)c1ccc3c(c1)OCO3)O2	-1	.	20	-2	12	-46	0	-10
O=C(NC(=S)N1CCCc2ccccc21)c1ccc(Cl)cc1	.	0	-37	.	.	3	2	.
C[C@H]1CN([C@@H](C)CO)C(=O)CCCn2nncc2CO[C@H]1CN(C)C(=O)Nc1cccc(Oc2ccccn2)c1	-6&-3	13&-3	3	-5&-8	-8&-3	-6&5	2&3	0&2
O=C(CO/N=C/c1ccccc1OC(F)F)N1CCc2ccccc21	.	-5	-13	-4	-4	-6	1	-6
COc1ccc(-c2nn(CCC(=O)O)cc2/C=C/C(=O)O)cc1[N+](=O)[O-]	.	9	-4	-3	3	-3	.	6
Cc1noc(C)c1NC(=O)Nc1ccc2c(c1)C(=O)N([C@@H](C)CO)C[C@@H](C)[C@@H](CN(C)S(=O)(=O)c1ccccc1)OCCCC[C@@H](C)O2	9	0	-3	3	2	4	-3	0
Cc1cccc(C(=O)Nc2nccs2)c1[N+](=O)[O-]	-2	-9	-5	-10	-1	-3	-10	-1
CC(C)CN1CCC(=O)N([C@H](COc2ccccc2)c2ccccc2)CC1	-6	1	1	5	.	-1	5	1
O=C(CSc1ccc([N+](=O)[O-])cc1)Nc1nnc(C2CC2)s1	-6	5	4	2	2	.	4	-1
Cc1ccc(N2C(=O)C(CN3CCOCC3)C2c2ccccc2)cc1 (centres undefined)	-6	-15	-28	-5	1	0	2	-3
O=C(c1ccco1)N1CCN(C(=S)Nc2ccccc2C(F)(F)F)CC1	4	6	3	2	2	-5	-17	-3
CC(C)CCNC(=O)COC(=O)c1cc(Br)c(Br)s1	5	-8	10	-1	1	-16	.	1
C[C@@H]1CCCCO[C@@H](CN(C)C(=O)C2CCCCC2)[C@@H](C)CN([C@H](C)CO)C(=O)c2cc(NC(=O)Nc3ccc(C(F)(F)F)cc3)ccc2O1	9	.	-14	-8	0	.	-27	7
COc1ccc2c3c([nH]c2c1)[C@H](CO)N(C(C)=O)CC31CCN(C(=O)Nc2ccccc2F)CC1	.	.	3	19	0	.	.	-31
COCC#Cc1ccc([C@@H]2[C@@H](CO)N3C(=O)CN(C(=O)C4CCCC4)C[C@@H]23)cc1	4	.	-17	-5	-3	-1	.	1
Cc1cccc(NC(=O)C2CCN(S(=O)(=O)c3c(C)noc3C)CC2)c1	-1	28	14	.	2	1	-3	-3
O=C(c1ccccc1F)N1CC(=O)N2[C@@H](CO)[C@@H](c3ccc(C#Cc4ccc(F)cc4)cc3)[C@@H]2C1	9	108*	6	-4	0	-5	.	5
COc1ccc(NC(=O)c2sccc2OS(=O)(=O)N(C)C)cc1	8	-4	-6	-4	-2	16	.	2
N#C[C@@H]1[C@@H](c2ccc(C#Cc3cccnc3)cc2)[C@@H](CO)N1C(=O)C1CCCC1	12	.	-7	19	-4	2	.	-7
Cc1cccc(N2CCN(C(=O)c3cnn4c(C(F)F)cc(-c5ccccc5)nc34)CC2)c1C	-18	9	3	8	2	7	-4	-1
Cc1ccc(S(=O)(=O)N(C)C[C@@H]2Oc3ncc(C#CC4(O)CCCC4)cc3C(=O)N([C@@H](C)CO)C[C@H]2C)cc1	-2	.	4	3	5	7	-1	-1
CC(=O)Nc1ccc(NC(=O)COc2ccc([N+](=O)[O-])cc2)cc1	3	19	-9	-1	-4	3	.	3

Reprinted from above for reference:
SMILES	PGC1a acetyl inh	PAX8 inh HTS	LGR2 antag	EWS-Fli block	ERAP1 HTS inh	FN deposition inh	PglD inh	S100A4 inh HTS
CCc1cc(C(=O)c2ccc(Br)cc2)c(NC(=O)CN(CC)CC)s1	-5	2	11	8	16	6	3	-1
Cc1c(Cl)cccc1S(=O)(=O)N1CCC(C(=O)NNC(=O)C2CC2)CC1	.	2	-3	-1	0	7	.	5
N#CC1=C(N)OC2=C(CC/C2=C\c2ccccc2Cl)C1c1ccccc1Cl (centres undefined)	.	-14	-10	-3	-4	.	.	-2
Cc1cc(Cl)ccc1OCC(=O)N(Cc1ccco1)C1CCS(=O)(=O)C1 (centres undefined)	-3	0	4	4	1	19	2	10
Cc1cccc(S(=O)(=O)N2C[C@@H](O)COC[C@@H]3O[C@@H](CC(=O)Nc4ccc(-c5ccccc5)cc4)CC[C@H]32)c1	4	84*	24	4	1	-9	-3	2
CCN(CC(=O)Nc1c(F)cccc1F)C(=O)CSc1nnc(-c2ccco2)n1CC	.	9	-2	8	2	0	-1	23
O=C(NCc1cccnc1)OC1CC2CC1[C@H]1CCCCN1C2=O (some centres undefined)	.	3	10	-6	3	-4	.	-2
COc1ccc(NS(=O)(=O)c2ccc(-c3coc(C)n3)cc2)c(OC)c1	5	38	1	-8	1	4	2	0
Cc1noc(C)c1NC(=O)Nc1ccc2c(c1)CC(=O)N([C@@H](C)CO)C[C@H](C)[C@@H](CN(C)C(=O)Nc1cccc3ccccc13)O2	-3	20	10	-26	1	.	-2	9
CCCOc1ccc(CNC(=O)C2CCN(c3nn4c(=O)cc(C)nc4s3)CC2)cc1	-5	12	0	4	-4	-22	3	-8
O=C(CN1CCN(C(=O)c2ccc(OCc3cn4ccccc4n3)cc2)CC1)Nc1cccc(F)c1	-6	-17	-23	-4	3	-2	2	-2
COc1cccc(-c2ccc(=O)n(CC(=O)Nc3cc4c(cc3NC(C)=O)OCCO4)n2)c1	6	.	.	8	3	.	.	-1
COC(=O)Cc1csc(Nc2ccccc2)n1	.	-60	-12	-2	3	-3	.	-1
COc1ccc(N(Cc2nnc3n2CCCCC3)C(=O)Nc2ccccc2)cc1	-13	10	-1	3	5	6	1	-2
C[C@@H]1CN([C@@H](C)CO)C(=O)c2cc(NC(=O)c3ccncc3)ccc2O[C@@H]1CN(C)C(=O)NC1CCCCC1	1	-20	12	-5	-2	.	-3	-8

Profiles, quoted from the list. Screens in order: PGC1a acetyl inh	PAX8 inh HTS	LGR2 antag	EWS-Fli block	ERAP1 HTS inh	FN deposition inh	PglD inh	S100A4 inh HTS
`C[C@@H]1CN([C@@H](C)CO)C(=O)c2cc(NC(=O)c3ccncc3)ccc2O[C@@H]1CN(C)C(=O)NC1CCCCC1` as listed: 1	-20	12	-5	-2	.	-3	-8
`O=C(c1ccco1)N1CCN(C(=S)Nc2ccccc2C(F)(F)F)CC1` as listed: 4	6	3	2	2	-5	-17	-3

Source: PubChem
